# KAT2A inh: qHTS Assay for Inhibitors of GCN5L2 | GCN5L2 HAT assay, ThioGlo1 CoA-SH fluorescence | Potency, µM (top dose mostly 58.9 µM), without a hit: at the highest dose activity change, negative = inhibition, most hits filed as inhibitors | 390,000 compounds, 0.21% hits | AID 504327, 2011
# Target sequence (Q92830 whole entry, looked up): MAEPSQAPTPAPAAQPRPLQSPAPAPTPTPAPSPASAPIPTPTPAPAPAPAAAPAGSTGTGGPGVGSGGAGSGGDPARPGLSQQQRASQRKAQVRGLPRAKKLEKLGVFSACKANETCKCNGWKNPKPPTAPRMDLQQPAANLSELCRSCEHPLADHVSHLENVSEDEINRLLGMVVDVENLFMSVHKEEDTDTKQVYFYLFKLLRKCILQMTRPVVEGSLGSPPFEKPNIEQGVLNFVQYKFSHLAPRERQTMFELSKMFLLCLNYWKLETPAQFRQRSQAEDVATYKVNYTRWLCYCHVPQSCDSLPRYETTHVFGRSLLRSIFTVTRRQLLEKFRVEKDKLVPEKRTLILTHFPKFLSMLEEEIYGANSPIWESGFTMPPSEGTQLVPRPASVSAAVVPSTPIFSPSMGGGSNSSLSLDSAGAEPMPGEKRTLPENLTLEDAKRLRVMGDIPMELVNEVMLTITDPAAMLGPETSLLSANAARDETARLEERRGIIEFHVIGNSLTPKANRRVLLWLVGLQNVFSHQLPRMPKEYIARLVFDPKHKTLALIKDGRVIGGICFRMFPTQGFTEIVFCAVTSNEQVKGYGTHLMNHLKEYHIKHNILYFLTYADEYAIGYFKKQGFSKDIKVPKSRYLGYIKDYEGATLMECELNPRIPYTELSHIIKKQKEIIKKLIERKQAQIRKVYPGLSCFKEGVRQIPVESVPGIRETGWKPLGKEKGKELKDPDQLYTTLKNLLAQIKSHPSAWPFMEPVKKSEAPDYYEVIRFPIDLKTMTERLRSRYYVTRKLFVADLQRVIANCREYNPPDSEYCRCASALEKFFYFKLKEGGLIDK
#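 ThioGlo1-coupled HAT assay: 20nM GCN5L2, 70uM acetyl-CoA, 75uM H3(1-25) peptide, pH 7.5. Fluorescence read at 340/540nm at start and after 20 min at room temperature.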
# DT40 TDP1 no CPT: qHTS for Inhibitors of human tyrosyl-DNA phosphodiesterase 1 (TDP1): qHTS in cells in absence of CPT. DT40 Tdp1-/- hTDP1 cells, no CPT, ATP luminescence, 48 h. Potency, µM (titrated, usually from 46.2 µM), for the others: top-dose activity change, negative = growth inhibition, most hits filed as inhibitors. 420,000 compounds, 15% hits. AID 686978, 2013; note: nearly all actives have a fitted effect of over 55% in size
#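 A cellular qHTS used chicken DT40 cells lacking endogenous Tdp1 but carrying stably transfected human TDP1. Compounds were applied without camptothecin, and cell growth kinetics were judged by ATP-dependent luminescence after ≥48 hr.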
# TDP1 inh: qHTS Assay for Inhibitors of Tyrosyl-DNA Phosphodiesterase (TDP1). 350,000 compounds, 0.28% hits. Potency, µM (top dose mostly 130 µM), inactives show at the highest dose activity change, negative = inhibition, most hits filed as inhibitors. recombinant TDP1, AlphaScreen DNA substrate cleavage. AID 485290, 2010; note: nearly all actives have a fitted effect of over 40% in size
#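 Recombinant human Tdp1 (E. coli-expressed, 1 nM final) preincubated with compounds 15 min at room temperature, then 5'-biotin/3'-phosphotyrosine-FITC DNA substrate (15 nM final) added for 5 min. AlphaScreen beads (10 ug/ml final) added 10 min; cleavage lowers signal.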
# * = called active by the depositor; ? = inconclusive; · = not tested or not shown; & = joins results of further samples; [ ] = another dose, or the depositor's remark. Calls come from the whole dose curve; as a rule, active = well fitted curve in the direction sought with a large enough effect; inconclusive = small, poorly fitted or top-dose-only effect, or another doubt; inactive = no such curve, though single readings can be large; an effect the other way counts as inactive or inconclusive. % is set by controls: 0 for no effect and ±100 for the full control effect; potency is the fitted concentration of half-maximal effect. An excerpt, so the mix of outcomes need not match the whole.
SMILES,KAT2A inh,DT40 TDP1 no CPT,TDP1 inh
CCC1(C)Cc2ccccc2-c2c1c(=O)n(Cc1ccccc1)c1nnnn21 (stereo not given),-4%,?,-1%
C=CCn1c(O)c(C(C)=NCC2CCCO2)c(=O)[nH]c1=O (stereo not given),-2%,1%,7%
Cc1nnc(SCc2nc3ccccc3c(=O)n2-c2ccccc2Cl)n1N,-18%,-20%,-2%
CC(=O)c1cn(Cc2ccccc2C#N)c2ccccc12,-3%,1µM*,0%
C[C@]12CC[C@H](O)CC1C(=O)CC1C2CC[C@@]2(C)C1CC[C@@H]2O (stereo not given in full),-4%,-12%,3%
CCOC(=O)c1cccc(NC2c3ccccc3C(=O)N2Cc2ccco2)c1 (stereo not given),-27%,6.5µM*,8%
O=[N+]([O-])c1cc(F)c(N2CCCCCC2)cc1N1CCNCC1,-12%,?,0%
O=C(N/N=C/c1c(O)n(CCc2ccccc2)c(=O)[nH]c1=O)c1ccncc1,-4%,?,11%
CCN(CC)C(=O)N[C@@H]1C=C2c3cccc4[nH]cc(c34)C[C@H]2N(C)C1,?,·,7%
O=C(O)Cn1cc(/C=C2\C(=O)NC(=O)N(Cc3ccco3)C2=O)c2ccccc21,-11%,?,·
CCOP(=O)(OCC)c1ccc(O)cc1,-3%,6%,3%
CC1CCCC(C2(O)C(=O)Nc3ccccc32)C1=O (stereo not given),-12%,?,3%
CC1(C)C(O)CC(O)[C@]2(C)C1CC(O)[C@]1(C)C2CC[C@@]2(C)C(c3ccoc3)OC(=O)C3O[C@]312 (stereo not given in full),0%,-21%,5%[56.1 µM]
O=C(Nc1ccccc1)N(Cc1ccc2c(c1)OCO2)C1CCN(Cc2ccccc2)CC1,0%,15µM*,9%
O=C(C(=O)N1CCOCC1)c1cn(Cc2ccc(F)cc2)c2ccccc12,26%,8%,·
Cc1cccc(N2CCN(CCc3ccccc3)CC2)c1C,-15%,?,-4%
CCOC(=O)CSCCOc1ccc(C=C2C(=O)NC(=O)NC2=O)cc1OC,-8%,-3%,-9%
C[C@H](CCC(=O)O)[C@H]1CC[C@H]2[C@@H]3C(=O)C[C@@H]4CC(=O)CC[C@]4(C)[C@H]3CC(=O)[C@]12C,-1%,-10%&13%,8%
COC1=CC(=O)OC(/C=C/c2ccccc2)C1 (stereo not given),-2%,4%,2%&10%
O=C1NC(=O)N(Cc2ccccc2)C(=O)/C1=C/c1cnn(-c2ccccc2)c1,-6%,·,-3%
CN(C)C1(CNC(=O)c2cc(S(=O)(=O)N3CCOCC3)c(Cl)cc2Cl)CCCCC1,0%,9%,0%
COCCN1C(=NCCCOC(C)C)N[C@@H](c2ccccc2)C(C(=O)OC)=C1C,-4%&0%,?,·
CC(=NCCC(c1ccccc1)c1ccccc1)c1c(O)n(C)c(=O)n(C)c1=O,1%,13µM*,0%
CN(C)C(=O)Oc1ccc2c(c1)O/C(=C\c1cccc([N+](=O)[O-])c1)C2=O,-6%,7%,·
CCOC(=O)C(NS(=O)(=O)c1ccc(C)cc1)(C(F)(F)F)P(=O)(OCC(C)C)OCC(C)C (stereo not given),-1%,?,8%
CN(N)N=Nc1nc2c([nH]1)c(=O)n(C)c(=O)n2C,-3%,-2%,8%
CC1=C2CC3C(CC=C4C[C@@H](O)CC[C@@]43C)[C@@H]2CC[C@]12O[C@@H]1C[C@H](C)CN[C@H]1[C@H]2C (stereo not given in full),-17%&-7%,-4%,8%&5%
CCCCOc1ccc(CN2CCN(CCO)CC2)cc1,1%,-27%,5%
N#CC(C#N)=Cc1ccc(-c2ccccc2F)o1,1%,-8%,3%
CN(C)C(=O)Oc1noc2cc(Cl)ccc12,2%,-13%,-3%
O=C(O)C(Cc1cnc[nH]1)NS(=O)(=O)c1ccc(Cl)cc1 (stereo not given),-1%,-25%,6%
CCOc1ccc(NC(=O)CSc2oc(-c3ccccc3)nc2S(=O)(=O)c2ccc(Cl)cc2)cc1,2%,21µM*,3%
CC(c1ccccc1)n1cncc1C(=O)N1CCCC1=O (stereo not given),0%,1%,1%
CCOc1ccc(N2C(=O)CC(=O)NC2=O)cc1,0%,-9%,·
COC(=O)C1=Nc2ccccc2/C1=C\c1c(O)n(-c2ccc(OC)cc2)c(=O)[nH]c1=O,-23%,?,-9%
O=c1c2cc([N+](=O)[O-])ccc2nc(CN2CCOCC2)n1-c1ccccc1F,0%,·,-2%
N[C@H](CCP(=O)(O)O)C(=O)O,-8%,6%&-8%,-14%&10%[56.1 µM]
CCCCn1c(O)c(C(CC)=NCc2cc(OC)cc(OC)c2)c(=O)[nH]c1=O,33%[activator],23µM*,0%
COc1cc2c(cc1OC)-c1c(O)c(OC)cc3c1[C@H](C2)N(C)CC3,·,24µM*,-1%[56.1 µM]
COc1ccc(C)cc1NC(=O)c1cccn(Cc2ccccc2Cl)c1=O,1%,-1%,-2%
COC(=O)[C@@H]1[C@@H](C(=O)OC)C2(c3ccccc3-c3ccccc32)N(c2ccc(Cl)cc2)N1C#N,-5%,2.6µM*,5%
c1ccc2c(N3CCNCC3)nsc2c1,-3%,13µM*,6%
CCCC(C)(COC(N)=O)COC(N)=O,-16%,-8%,4%
O=C(c1cn(Cc2ccccc2)c2ccccc12)N1CCCCC1,-7%,-7%,5%
N#Cc1ccccc1Cn1cc(C(=O)c2ccccc2F)c2ccccc21,?,?,8%

# 4 entries from above, reformatted:
Compound | KAT2A inh | DT40 TDP1 no CPT | TDP1 inh
COC(=O)C1=Nc2ccccc2/C1=C\c1c(O)n(-c2ccc(OC)cc2)c(=O)[nH]c1=O | -23% | ? | -9%
CCOc1ccc(N2C(=O)CC(=O)NC2=O)cc1 | 0% | -9% | ·
CCCCn1c(O)c(C(CC)=NCc2cc(OC)cc(OC)c2)c(=O)[nH]c1=O | 33%[activator] | 23µM* | 0%
c1ccc2c(N3CCNCC3)nsc2c1 | -3% | 13µM* | 6%

# Additional structures follow.
SMILES,KAT2A inh,DT40 TDP1 no CPT,TDP1 inh
CCCCn1c(NC(=O)c2ccc(Br)o2)c(C(=O)OCC)c2nc3ccccc3nc21,-12%,21µM*,0%
CCN[C@@H](C)Cc1cccc(C(F)(F)F)c1,-2%,-5%,1%
Cc1ccc(Cl)cc1Nc1nn2c(=O)c3ccc(C(=O)NCc4cccs4)cc3nc2s1,-25%,16µM*,-10%
O=C(COc1ccccc1)N1CCN(C2CC3CCC2C3)CC1 (stereo not given),-7%,?,1%
CC1CCN(c2ccccc2NC(=O)c2cc3ccccc3o2)CC1,-8%,?,-6%
O=C(CCC(=O)N1C[C@H]2C[C@@H](C1)c1cccc(=O)n1C2)NCc1ccc(F)cc1,-4%,2%,-10%
COc1ccccc1CN1CCCCC1c1cccnc1 (stereo not given),3%,-25%,5%
CN(C)C(=O)Oc1ccc(OC(=O)N(C)C)cc1,1%,-26%,2%
Cc1nn(C(C)(C)C)c(C)c1/C=N/OC(=O)Nc1ccc(Cl)cc1,-4%,?,-5%
COCCn1c(O)c(/C=N/NC(=O)CSC(=S)N2CCCC2)c(=O)[nH]c1=S,-13%,10%,5%
CC(C)CC(NC(=O)C1CCCCC1)C(=O)N1CCC2(CC1)OCCO2 (stereo not given),21%,?,1%
O=C(Cc1ccc(S(=O)(=O)N2CCCC2)s1)N1CCN(c2ccc(F)cc2)CC1,-11%,?,·
O=c1cccc2n1CC1CC2CN(c2ncnc3c2cnn3-c2ccccc2)C1 (stereo not given),1%,-2%,0%
O=C(OCc1cc(=O)n2nc(C3CC3)sc2n1)c1ccc(NC(=O)c2ccccc2Cl)cc1,-8%,7.3µM*,1%
CN(C)CCN=Cc1c(O)n(C2CCCCCC2)c(=O)[nH]c1=O,1%,-2%,1%

# Overlap with the part before: 5 entries, then new ones.
SMILES,KAT2A inh,DT40 TDP1 no CPT,TDP1 inh
CC(C)CC(NC(=O)C1CCCCC1)C(=O)N1CCC2(CC1)OCCO2 (stereo not given),21%,?,1%
O=C(Cc1ccc(S(=O)(=O)N2CCCC2)s1)N1CCN(c2ccc(F)cc2)CC1,-11%,?,·
O=c1cccc2n1CC1CC2CN(c2ncnc3c2cnn3-c2ccccc2)C1 (stereo not given),1%,-2%,0%
O=C(OCc1cc(=O)n2nc(C3CC3)sc2n1)c1ccc(NC(=O)c2ccccc2Cl)cc1,-8%,7.3µM*,1%
CN(C)CCN=Cc1c(O)n(C2CCCCCC2)c(=O)[nH]c1=O,1%,-2%,1%
C[C@H]1C(=O)O[C@H]2CCN3CC=C(COC(=O)[C@](C)(O)[C@@]1(C)O)C23 (stereo not given in full),·,?,13%[56.1 µM]
COc1ccccc1CNC(=O)CCC1N=C2c3ccccc3N=C(SCc3cccc(Cl)c3)N2C1=O (stereo not given),-1%,?,3%
O=C(Nc1ccc(Cl)c(C(F)(F)F)c1)C1CCCN(S(=O)(=O)c2cccc3cccnc23)C1 (stereo not given),0%,6.5µM*,-4%
Cn1c(O)c(/C=N/NC(=O)c2ccncc2)c(=O)n(C)c1=S,-17%,-22%,·
O=C(NCCN1CCOCC1)c1ccc(Cl)nc1Cl,0%,-2%,8%
CCOC(=O)c1sc(N=Nc2c(O)[nH]c(=O)[nH]c2=O)c(C(=O)OCC)c1C,-9%,·,-3%
O=C1Nc2ccc(Br)cc2C(c2ccc(Cl)cc2)=NC1O (stereo not given),-4%,-16%,·
COc1ccccc1CNCc1cc(OC)c(OC)cc1OC,0%,?,-5%
CCOP(=O)(OCC)C(O)c1cccc([N+](=O)[O-])c1 (stereo not given),-1%,25%,6%
CN[C@H]1C[C@H]2O[C@@](C)([C@H]1OC)n1c3ccccc3c3c4c(c5c6ccccc6n2c5c31)C(=O)NC4,-19%,·,9%
CCOc1ccc(CNC(=O)CSc2c3c(nc4cc(Cl)ccc24)CCCC3)cc1,2%,?,-4%
CC(=O)OC1C2CCCC1C(N1CCCC1)CC2 (stereo not given),-2%&2%,5%&-5%,-7%&3%
COc1ccc(CNC(=O)CCC(=O)N2C[C@H]3C[C@H](C2)c2cccc(=O)n2C3)cc1OC,-23%,1%,·
C[C@H]1C(=O)O[C@@H]2CCN3CC=C(COC(=O)[C@](C)(O)[C@]1(C)O)[C@H]23,-7%&5%,?,3%
Cc1ccc(Cl)cc1N1CCN(C(=O)C2CCN(Cc3nc(-c4ccc(Cl)cc4)oc3C)CC2)CC1,-2%,15µM*,5%
CC(C)[C@H](N)C(=O)OCC(CO)OCn1cnc2c(=O)[nH]c(N)nc21 (stereo not given in full),-4%,11µM*,·
COC[C@H]1OC(=O)c2coc3c2[C@@]1(C)C1=C(C3=O)[C@H]2CCC(=O)[C@@]2(C)C[C@H]1OC(C)=O,-26%,?,13%[56.1 µM]
C[C@]12CCC3C(CC[C@H]4C[C@@H](O)CC[C@]34C)C1CC[C@@H]2O (stereo not given in full),-4%,5%,0%
COc1ccc(NC(=O)Nc2ccc3c(c2)C(=O)N([C@H](C)CO)C[C@H](C)[C@@H](CN(C)S(=O)(=O)c2ccc(F)cc2)O3)cc1,-4%,?,4%
COC(=O)C1=C(c2cccc(C#N)c2)C[C@@H]2CC[C@H]1N2C(=O)NCCc1ccccc1,-13%,?,0%
CCOC(=O)c1c(/N=C/c2c(O)n(-c3cccc(C)c3)c(=O)[nH]c2=O)sc2c1CCCC2,-3%,?,-3%
O=C(COc1ccc(Cl)cc1)N(c1ccccc1Cl)C1CN2CCC1CC2 (stereo not given),1%,16µM*,·
CC(=NCCC1=CCCCC1)c1c(O)[nH]c(=O)[nH]c1=O,-2%,-22%,1%
CCCC(C)n1[nH]c(=O)c2c1NC(=O)CSC2c1ccc(OC)c(OC)c1 (stereo not given),-20%,-16%,5%
CCOc1ccc(Nc2c(S(=O)(=O)c3ccc(C)cc3)cnc3ccc(F)cc23)cc1,-11%,?,-1%
CC(C)NS(=O)(=O)c1ccc2c(c1)oc(=O)n2C,2%,?,3%
COc1ccc(CN2CCNCC2)c(OC)c1OC,-18%,?,15%[21 µM]
COc1ccccc1CCNCc1cccc(C(F)(F)F)c1,-3%,-2%,1%
